Assay outcomes (PubChem BioAssay)
HttQ103 aggreg: qHTS Multiplex Assay to Identify Dual Action Probes in a Cell Model of Huntington: Aggregate Formation (GFP); Potency, µM (titrated, usually from 46.1 µM), without a hit: at the top dose activity change, negative = inhibition, hits mostly inhibitors; PC12 HttQ103-GFP aggregates, Acumen cytometry, 40 h; actives 1.1% (n = 220,000); also: % is scaled to controls: 0 for no effect and ±100 for the full control effect; nearly all actives have a fitted effect of over 60% in size
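PC12/HTTQ103-GFP, ecdysone-inducible; teb 100 nM; cpd qHTS titration; GFP aggregates read on laser cytometer, Ex 488/Em 500-530 nm.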
Tau fluor cs: Counterscreen qHTS for Inhibitors of Tau Fibril Formation, Fluorescence Polarization; Potency, µM (series often up to 57.7 µM), inactives show at the top dose activity change, negative = decrease; actives 0.93% (n = 280,000); tau K18 P301L Alexa594 fluorescence, heparin fibrillization; AID 1463, 2008; also: % is scaled to controls: 0 for no effect and ±100 for the full control effect; nearly all actives have a fitted effect of over 55% in size
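Human tau K18 P301L (15 uM unlabeled, 0.24 uM Alexa 594-labeled) in 100 mM sodium acetate pH 7 with 20 uM heparin, 6 hr at 37 C. ThT 30 uM added, 1 hr ambient; Alexa 594 FP and total fluorescence read at 555/632 nm.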
Tau fibril ThT: qHTS for Inhibitors of Tau Fibril Formation, Thioflavin T Binding; Microtubule-associated protein tau (Homo sapiens), P10636; recombinant tau K18 P301L (four-repeat tau fragment), heparin-induced fibrillization, ThT fluorescence; Potency, µM (highest dose often 57.4 µM), for inactives: at the top dose activity, negative = inhibition, most hits filed as inhibitors; actives 2.1% (n = 270,000); AID 1460, 2008; also: % is scaled to controls: 0 for no effect and ±100 for the full control effect; nearly all actives have a fitted effect of over 55% in size
Target sequence (P10636 561-689 P618L limits assumed): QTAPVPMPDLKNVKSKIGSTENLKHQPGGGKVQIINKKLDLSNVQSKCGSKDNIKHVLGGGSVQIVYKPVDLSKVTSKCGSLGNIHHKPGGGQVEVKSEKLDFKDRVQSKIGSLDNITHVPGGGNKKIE
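Heparin-induced fibrillization of the P301L-mutant K18 repeat-domain fragment of human tau was followed by ThT binding in quantitative high-throughput format.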
HTT cytoprotect: qHTS Multiplex Assay to Identify Dual Action Probes in a Cell Model of Huntington: Cytoprotection (ATP); Potency, µM (doses to about 56.4 µM), for inactives: cytoprotection (ATP increase), actives largely listed as activators; PC12 HTT-Q103 induced, cytoprotection, ATP luminescence, 40 h; AID 1471, 2008; actives 0.14% (n = 230,000);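 also: % of control where 0% means no effect; nearly all actives have a fitted effect of over 45% in size; toxic huntingtin expression switched on by the ecdysone agonist tebufenozide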
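PC12 cells with ecdysone-inducible HTT exon 1 Q103-GFP, induced with 100 nM tebufenozide and co-treated with library compounds in a dose series (1536-well, 1500 cells/well). Cytoprotection read as ATP content by ATPlite luminescence.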
SMN2 splice up: qHTS Assay for Enhancers of SMN2 Splice Variant Expression | HEK293 SMN2-luciferase splicing reporter, luminescence, 30-36 h | Potency, µM (doses to about 46.1 µM), inactives show at the top dose activity change, positive = activation, most hits filed as activators | actives 2.8% (n = 210,000) | AID 1458, 2008; also: % of control where 0% means no effect; nearly all actives have a fitted effect of over 55% in size
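qHTS luciferase splicing reporter: luminescence rises when SMN2 exon 7 is included in transfected HEK293 cells. Compound exposure lasted 30-36 h at 37C, with 4.5 mM final sodium butyrate as control, followed by a ONE-Glo read.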
JMJD2E inh: qHTS Assay for Inhibitors of Human Jumonji Domain Containing 2E (JMJD2E); JMJD2E catalytic domain, FDH-coupled NADH fluorescence (FDH is formaldehyde dehydrogenase); Potency, µM (titrated, usually from 57.1 µM), for inactives: at the highest dose activity change, negative = inhibition, usual class: inhibitors; actives 1.6% (n = 230,000); AID 2147, 2009; Lysine-specific demethylase 4E (Homo sapiens), B2RXH2; active = well fitted inhibition curve with a large enough effect, not every such curve was filed as active; inconclusive = small, poorly fitted or top-dose-only effect, or another doubt; inactive = no such curve, though single readings can be large or run the other way;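 also: 0% = wells with enzyme and -100% = buffer wells without enzyme; nearly all actives have a fitted effect of over 50% in size; many of its hits are not listed in these tables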
Target sequence (B2RXH2 1-337 limits assumed): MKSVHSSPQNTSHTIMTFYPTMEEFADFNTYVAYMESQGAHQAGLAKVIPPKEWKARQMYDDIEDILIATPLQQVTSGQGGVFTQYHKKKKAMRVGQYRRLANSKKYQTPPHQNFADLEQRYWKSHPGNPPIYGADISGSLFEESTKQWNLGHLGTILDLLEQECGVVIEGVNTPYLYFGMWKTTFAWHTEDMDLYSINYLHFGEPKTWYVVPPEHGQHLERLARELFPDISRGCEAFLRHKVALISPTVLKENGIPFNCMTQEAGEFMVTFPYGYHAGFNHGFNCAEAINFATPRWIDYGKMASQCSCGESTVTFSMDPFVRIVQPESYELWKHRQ
Tau fibril FP: qHTS for Inhibitors of Tau Fibril Formation, Fluorescence Polarization. K18 P301L tau heparin fibrillization, Alexa594 FP, 6 h. AID 1468, 2008. Potency, µM (highest dose often 57.7 µM), without a hit: at the top dose activity, negative = inhibition, hits mostly inhibitors. actives 0.39% (n = 280,000). Microtubule-associated protein tau (Homo sapiens), P10636; also: % is scaled to controls: 0 for no effect and ±100 for the full control effect; nearly all actives have a fitted effect of over 55% in size
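Human K18 P301L fragment (15 uM unlabeled plus 0.24 uM Alexa 594-labeled) in 100 mM sodium acetate pH 7 with compound, aggregation induced by 20 uM heparin for 6 hr at 37 C. ThT (30 uM) added for 1 hr, then Alexa 594 FP read.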
ALDH1A1 inh: qHTS Assay for Inhibitors of Aldehyde Dehydrogenase 1 (ALDH1A1) | Aldehyde dehydrogenase 1A1 (Homo sapiens), P00352 | Purified ALDH1A1, NADH fluorescence, propionaldehyde substrate | Potency, µM (titrated, usually from 75.3 µM), inactives show at the highest dose activity, negative = inhibition, actives largely listed as inhibitors | actives 7.3% (n = 220,000) | AID 1030, 2008; active = well fitted inhibition curve with a large enough effect, not every such curve was filed as active; inconclusive = small, poorly fitted or top-dose-only effect, or another doubt; inactive = no such curve, though single readings can be large or run the other way;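 also: plate controls were no enzyme wells and a reference inhibitor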
Target sequence (P00352 whole entry, looked up): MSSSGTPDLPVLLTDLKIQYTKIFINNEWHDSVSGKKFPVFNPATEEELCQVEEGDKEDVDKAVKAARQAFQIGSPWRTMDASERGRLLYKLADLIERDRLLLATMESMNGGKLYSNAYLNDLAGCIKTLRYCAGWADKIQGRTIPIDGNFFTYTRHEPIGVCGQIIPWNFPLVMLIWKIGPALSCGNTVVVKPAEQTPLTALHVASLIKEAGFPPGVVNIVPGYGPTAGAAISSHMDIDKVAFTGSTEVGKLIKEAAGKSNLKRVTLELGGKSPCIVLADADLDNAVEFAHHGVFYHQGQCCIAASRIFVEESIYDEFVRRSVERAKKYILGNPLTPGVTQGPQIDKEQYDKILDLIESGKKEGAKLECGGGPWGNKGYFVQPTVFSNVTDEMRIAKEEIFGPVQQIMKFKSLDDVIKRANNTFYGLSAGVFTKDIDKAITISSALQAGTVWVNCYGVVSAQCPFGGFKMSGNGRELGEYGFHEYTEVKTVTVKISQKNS
An asterisk follows results filed as active; u = inconclusive; x = not tested or not shown; & = joins results of further samples; [ ] = dose if it differs, or a comment. Unless noted, calls follow the shape of the dose curve; as a rule, active = well fitted curve in the direction sought with a large enough effect; inconclusive = small, poorly fitted or top-dose-only effect, or another doubt; inactive = no such curve, though single readings can be large; an effect the other way counts as inactive or inconclusive. Potency is read from the fitted curve at half-maximal effect. A portion of the library; the hit share may differ from the screen's.

| Structure | HttQ103 aggreg | Tau fluor cs | Tau fibril ThT | HTT cytoprotect | SMN2 splice up | JMJD2E inh | Tau fibril FP | ALDH1A1 inh |
| --- | --- | --- | --- | --- | --- | --- | --- | --- |
| Cc1ccc(Nc2cc(C(=O)NCCCN3CCOCC3)c3ccccc3n2)c(C)c1 | -5% | -19% | -4% | -38%[inhibitor] | x | -1% | 6% | 14% |
| O=S(=O)(/C=C/c1ccccc1)c1ccccc1 | -14% | -4% | -2% | -16% | 15% | -14% | 0% | 0% |
| O=C(COC(=O)CNC(=O)c1ccccc1)Nc1cccc(Br)c1 | u | -10% | -2% | 14%[10 µM] | x | 11% | -5% | 16% |
| O=C(CCC(=O)Nc1nnc(C2CCCCC2)s1)NCc1ccccc1 | -1%[9.22 µM] | -13% | -7% | 11%[10 µM] | x | 4% | -4% | x |
| CCOC(=O)CCCCC(=O)c1[nH]c(=O)[nH]c1CSc1nc(C)cc(=O)[nH]1 | -6% | -13% | u | 5%[0.074 µM] | u | 11% | -10% | -10% |
| CCOC(=O)/C(=N\Nc1ccccc1)S(=O)(=O)c1ccccc1 | -5% | -21% | -4% | -10%[10 µM] | -6% | -6% | 0% | 16µM* |
| Cc1cc(C)nc(Sc2ncnc3sc4c(c23)CCC4)n1 | -19% | -6% | -11% | 3%[1.9 µM] | -58%[inhibitor] | u | -5% | u |
| COc1ccc(CCNC(=O)c2cc(-c3ccccn3)nc3c(Cl)cccc23)cc1OC | 11% | -3% | 0% | -48%[inhibitor] | -10% | 1% | 5% | 7% |

The list continues.
| Structure | HttQ103 aggreg | Tau fluor cs | Tau fibril ThT | HTT cytoprotect | SMN2 splice up | JMJD2E inh | Tau fibril FP | ALDH1A1 inh |
| --- | --- | --- | --- | --- | --- | --- | --- | --- |
| COc1ccc(-c2nc(CS(=O)(=O)CC(=O)Nc3ccc(Cl)cc3)c(C)o2)cc1 | -12% | -2% | 0% | -4%[10 µM] | 5% | -1% | -9% | u |
| Cc1ccc(CN2C(=O)N(c3ccccc3)C(=O)C2CC(=O)Nc2ccccc2)cc1 (stereo unspecified) | x | -26% | 2% | x | 29% | x | -11% | x |
| Cc1nn(CC(=O)N2CCCc3ccccc32)c(C)c1[N+](=O)[O-] | -5%[9.22 µM] | -7% | -6% | 4%[10 µM] | x | 1% | -1% | 18% |
| CC1CCCc2sc3ncn(N)c(=N)c3c21 (stereo unspecified) | 1.4µM* | -4% | -11% | -14% | -14% | -11% | -6% | 9% |
| Cc1ncc([N+](=O)[O-])n1CCOC(=O)NC(Nc1ccc(F)cc1)C(Cl)(Cl)Cl (stereo unspecified) | -20%[9.22 µM] | -11% | -4% | 16%[10 µM] | x | -26% | 6% | x |
| O=C(Nc1ccccc1)c1ccc(Br)c(S(=O)(=O)Nc2cccnc2)c1 | -4% | -19% | -16% | x | -14% | 45%[activator] | u | -3% |
| CCOC(=O)CNC(=O)Cn1cnc2c(nnn2-c2cccc(Cl)c2)c1=O | -4% | -5% | -9% | 29%[10 µM] | 10% | 0% | -7% | 4% |
| COC(=O)C1=C(C)N(Cc2ccccc2)[C@]23O[C@](C(=O)OC)(C(=O)N2C1c1ccccc1)C1CCCC(=O)C13 (stereo partly specified) | x | -22%&3%[11.6 µM] | -19%&-3%[11.5 µM] | -19%[10 µM] | x | x | -6%&5%[11.6 µM] | 14%&11%[13.5 µM] |

More results.
| Structure | HttQ103 aggreg | Tau fluor cs | Tau fibril ThT | HTT cytoprotect | SMN2 splice up | JMJD2E inh | Tau fibril FP | ALDH1A1 inh |
| --- | --- | --- | --- | --- | --- | --- | --- | --- |
| Cc1c(Cl)cccc1-n1c(SCC(=O)N(C)Cc2ccccc2)nnc1-c1ccncc1 | u | -6% | -17% | -1% | -8% | -1% | 9% | 11% |
| CCOC(=O)/C=C/C(=O)Nc1ccc(S(=O)(=O)N2CCCCCC2)cc1 | -19%[9.22 µM] | -19% | u | -1%[10 µM] | x | -1% | -9% | 3.5µM* |
| O=C(Cc1nnc(NC(=O)Nc2ccc(F)cc2)s1)Nc1ccccc1 | -9%[9.22 µM] | -6% | 2% | -1%[10 µM] | 4% | -2% | -13% | 2% |
| O=C(NC1CC1)C1=C[C@H](c2ccc(C(F)(F)F)cc2)C[C@H](OCc2ccc(CO)cc2)O1 | -5%[9.22 µM] | 2% | -3% | 3%[10 µM] | x | -10% | u | -6% |
| O=C(CN(Cc1ccc(F)cc1)C(=O)CCC(=O)Nc1ccccn1)NCc1ccco1 | -2% | 9% | -1% | -8%[10 µM] | 4% | -1% | 6% | 8% |
| COc1cc(/C=C(/C#N)c2ccc(F)cc2)ccc1OCc1ccc(C(=O)O)o1 | 4% | 3% | u | -15%[0.074 µM] | u | 5% | -1% | u |
| CC(O)c1ccc2c(c1)OCCOCCN(C)CCOCCO2 (stereo unspecified) | -8% | 2% | -4% | -21%[10 µM] | -3% | 0% | 0% | 1% |
| COCCNC(=O)CSc1ccc(Cl)cc1 | 24% | -15% | -13% | u | 2% | 1% | 7% | -6% |

Additional compounds follow.
| Structure | HttQ103 aggreg | Tau fluor cs | Tau fibril ThT | HTT cytoprotect | SMN2 splice up | JMJD2E inh | Tau fibril FP | ALDH1A1 inh |
| --- | --- | --- | --- | --- | --- | --- | --- | --- |
| Cc1cc(Cl)ccc1Oc1nccc(N(C)C)c1C#N | -13% | -15% | -7% | -14% | -21% | -2% | 1% | 9% |
| COCCn1c(N)c(C(=O)NS(=O)(=O)c2ccc(C)cc2)c(=O)[nH]c1=O | 17% | 2% | 5% | -30%[10 µM] | 8% | -1% | 6% | 16µM* |
| COc1cc(C2C3=C(CCCC3=O)Nc3[nH]n(-c4ccccc4)c(=O)c32)ccc1OC(C)=O (stereo unspecified) | -16% | -3% | -7% | 15%[10 µM] | 1% | 5% | 3% | u |
| C#CCOCCOCCOCCNc1nc(N2CCN(C(=O)C([C@@H](C)CC)n3cc(C(N)Cc4ccc(O)cc4)nn3)CC2)nc(N2CCN(C(=O)[C@H](CCC(=O)O)n3cc(C(N)CC(C)C)nn3)CC2)n1 (stereo partly specified) | 1%[9.22 µM] | 3% | 2% | -9%[10 µM] | x | 5% | 4% | 13% |
| N#CCCS(=O)(=O)c1ccccc1 | x | -3% | 1% | 20% | 17% | 17% | -3% | -6% |
| CCCCN(CC)CCNC(=O)c1cc2c(=O)n(C)c3ccccc3c2n1C | u | -13% | -12% | -29% | x | u | -16% | u |
| COc1ccc(-c2cc(C(F)(F)F)n3ncc(C(=O)N(C)Cc4ccccc4)c3n2)cc1 | u | -14% | -17% | -89%[inhibitor] | -12% | u | -3% | u |
| COc1ccc(C(=O)NCc2ccc3c(c2)cc(C)n3C)cc1OC | -2% | -11% | -2% | x | -10% | 6% | 4% | u |

The listing continues.
| Structure | HttQ103 aggreg | Tau fluor cs | Tau fibril ThT | HTT cytoprotect | SMN2 splice up | JMJD2E inh | Tau fibril FP | ALDH1A1 inh |
| --- | --- | --- | --- | --- | --- | --- | --- | --- |
| O=C1[C@@H]2CSC(c3ccc(F)cc3)N2C(=O)N1c1ccc(Cl)cc1 (stereo partly specified) | x | -19% | 1% | x | -11% | x | -1% | x |
| CC(C)C(C(=O)Nc1sc2c(c1C#N)CCCCC2)N1C(=O)c2ccccc2C1=O (stereo unspecified) | 25% | -10% | -9% | -26% | -20% | -7% | -2% | -13% |
| CC(C)CCn1c(=O)c2cccnc2n(CC(=O)Nc2ccc(F)cc2)c1=O | x | u | 10% | x | 6% | x | u | x |
| CC1CCCN(Cc2nc3c(c(=O)n(C)c(=O)n3C)n2CC(N)=O)C1 (stereo unspecified) | 21% | 6% | 7% | -4% | 9% | 2% | 8% | 10% |
| O=S(=O)(/N=C(\c1ccc(Cl)cc1)N1CCOCC1)c1ccccc1 | 8% | -2% | 2% | 31%[10 µM] | -9% | -6% | -6% | -12% |
| Cc1ccc(-c2cn(-c3ccccc3)c(SCC(N)=O)n2)cc1C | 0% | -9% | -7% | -3%[10 µM] | 11% | 10% | -5% | u |
| CCOC(=O)C1CCN(S(=O)(=O)c2ccc(-c3ccccn3)s2)CC1 | 3%[9.22 µM] | -13% | 1% | -16%[10 µM] | x | -4% | -5% | u |
| O=C1c2ccccc2C(=O)c2c1cccc2N1CCCC1 | -10% | u | 14µM* | 13%[10 µM] | -28% | 3% | u | u |

New compounds follow
| Structure | HttQ103 aggreg | Tau fluor cs | Tau fibril ThT | HTT cytoprotect | SMN2 splice up | JMJD2E inh | Tau fibril FP | ALDH1A1 inh |
| --- | --- | --- | --- | --- | --- | --- | --- | --- |
| Cc1ccc(C)c(NC(=O)CS(=O)(=O)c2cccc3nsnc23)c1 | 17% | 4% | 3% | -22% | -3% | 4% | 3% | 2% |
| NNC(=O)CNc1cccc(Br)c1 | 11%[9.22 µM] | -15% | u | 2%&19%[10 µM] | -14%[9.22 µM] | 3% | 1% | 16%[13.5 µM] |
| COc1ccccc1-c1nnc(NC(C)=O)s1 | 23% | 3% | 6% | -86%[inhibitor][0.074 µM] | 25µM* | u | 1% | u |
| Cc1cc(SCCOc2ccccc2)nc(N)n1 | 16% | -3% | -5% | 23% | 14% | 8% | 0% | 0% |
| O=C1CC(N2CCN(c3ccccc3Cl)CC2)C(=O)N1c1cccc(F)c1 (stereo unspecified) | -1% | -2% | -4% | -29%[0.074 µM] | -4% | 7% | -2% | 11µM* |
| O=C(Nc1ccc(Cl)c(S(=O)(=O)N2CCOCC2)c1)c1ccc2c(c1)OCCO2 | 1%[9.22 µM] | -28% | -1% | 30%[10 µM] | -53%[inhibitor] | -10% | -15% | u |
